# KB-3-1 cytotox: KB-3-1 parental cell cytotoxicity. KB-3-1 viability, CellTiter-Glo ATP luminescence, 72 h. Potency, µM (highest dose often 46.1 µM), inactives show at the top dose activity change, negative = cytotoxic, actives largely listed as cytotoxic. actives 1.4% (n = 400,000). AID 1347075; also: potency is read from the fitted curve at half-maximal effect; % is scaled to controls: 0 for no effect and ±100 for the full control effect; nearly all actives have a fitted effect of over 60% in size
#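 Multi-concentration cytotoxicity screen in KB-3-1 cells grown in DMEM lacking phenol red with 10% FBS. After 72 h at 37 °C with compound, ATP-dependent luminescence was recorded.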
# KB-V1 MDR tox: kills drug-selected multidrug resistant KB-V1 cells | AID 1347076 | KB-V1 MDR cells viability, CellTiter-Glo, 72 h | actives 3.4% (n = 400,000) | Potency, µM (series often up to 46.1 µM), for inactives: at the top dose activity change, negative = cytotoxicity, hits mostly cytotoxic; also: potency is read from the fitted curve at half-maximal effect; % is scaled to controls: 0 for no effect and ±100 for the full control effect; nearly all actives have a fitted effect of over 60% in size
#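 qHTS viability screen in drug-selected KB-V1 MDR cells: 72 h compound treatment at 37 degrees C, ATP luminescence end point.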
# HT1080-NT tox: kills 2HG-producing HT-1080-NT fibrosarcoma cells. AID 686970. actives 1.6% (n = 360,000). HT-1080-NT fibrosarcoma viability, CellTiter-Glo ATP luminescence, 48 h. Potency, µM (series often up to 46.1 µM), for the others: top-dose activity, negative = less viability, actives largely listed as cytotoxic;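 also: NT is the 2HG producing partner of a matched IDH1 knockdown line; potency is read from the fitted curve at half-maximal effect; 0% = DMSO-treated cells and -100% = media-only wells without cells; nearly all actives have a fitted effect of over 55% in size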
#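 Read-out is CellTiter-Glo luminescence after 10 minutes at room temperature, following 48 hours' compound treatment of HT-1080-NT cells (750 cells/well, RPMI, 5% FBS, 37 degrees C).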
# DRD3 antagonist: D3 dopamine receptor (human) antagonism | P35462 | D3R cells, DiscoveRx beta-arrestin luminescence, antagonist mode; stronger effect = lower value | max response, negative = inhibition, % | actives 2.5% (n = 360,000); in the data active = max response below about -50%; inconclusive = no clear call, values can overlap the other calls; also: % is scaled to controls: 0 for no effect and ±100 for the full control effect; mostly tested at two doses, the higher about 12 µM
# Target sequence (P35462 whole entry, looked up): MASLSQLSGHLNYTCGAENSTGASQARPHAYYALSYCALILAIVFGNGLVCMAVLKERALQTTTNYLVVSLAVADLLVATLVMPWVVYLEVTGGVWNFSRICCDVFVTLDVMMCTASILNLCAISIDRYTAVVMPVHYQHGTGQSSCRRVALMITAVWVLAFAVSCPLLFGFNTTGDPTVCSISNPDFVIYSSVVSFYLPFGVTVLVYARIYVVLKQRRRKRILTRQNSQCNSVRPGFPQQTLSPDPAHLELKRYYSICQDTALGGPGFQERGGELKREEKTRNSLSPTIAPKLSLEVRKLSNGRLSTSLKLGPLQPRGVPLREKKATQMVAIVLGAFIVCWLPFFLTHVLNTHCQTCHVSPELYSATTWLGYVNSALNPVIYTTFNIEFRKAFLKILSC
#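 Cells expressing the human receptor were seeded at 1500 cells/well, incubated overnight at 37 degrees C in 5% CO2, then exposed to library compounds with dopamine controls for 90 minutes at 37 degrees C before luminescent detection.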
# SW480 rerep: inducers of DNA re-replication in SW480 colon cancer cells; SW480 DNA re-replication, Hoechst DNA content imaging, 48 h; actives 1.8% (n = 340,000); Potency, µM (highest dose often 46.1 µM), for inactives: at the highest dose re-replication activation, usual class: activators; also: potency is read from the fitted curve at half-maximal effect; % of control where 0% means no effect; nearly all actives have a fitted effect of over 55% in size
#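 Treated cells incubate 48 hr (37 C, 5% CO2), are stained 40 min with Hoechst, and nuclear fluorescence is enumerated; a rise in nuclei with high DNA signal marks re-replication.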
# IL-1B inflam inh: inhibitors of inflammasome signaling (IL-1 beta secretion); THP-1 LPS/ATP IL-1B secretion, AlphaLISA, 16 h; stronger effect = lower value; activity change, % at 57.5 µM; actives 4.7% (n = 360,000); in the data active = activity change below about -50%; inconclusive = mostly about -30% to -49%; also: % is scaled to controls: 0 for no effect and ±100 for the full control effect
#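 THP-1 cells pretreated 1 hr with compounds (up to 57.5 uM final), then stimulated with LPS (250 ng/mL final) plus ATP (1.25 mM final); secreted IL-1B measured by AlphaLISA after 16 hr, decreased signal indicating inhibition.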
# GLP1R ag: activates the human GLP-1 receptor | P43220 | HEK293 GLP-1R CRE-luciferase, luminescence, 4-6 h; cells express a hypersensitive GLP-1R form | actives 0.007% (n = 380,000) | Potency, µM (top dose mostly 45.6 µM), inactives show at the top dose activation, hits mostly activators; also: potency is read from the fitted curve at half-maximal effect; % of control where 0% means no effect
# Target sequence (P43220 whole entry, looked up): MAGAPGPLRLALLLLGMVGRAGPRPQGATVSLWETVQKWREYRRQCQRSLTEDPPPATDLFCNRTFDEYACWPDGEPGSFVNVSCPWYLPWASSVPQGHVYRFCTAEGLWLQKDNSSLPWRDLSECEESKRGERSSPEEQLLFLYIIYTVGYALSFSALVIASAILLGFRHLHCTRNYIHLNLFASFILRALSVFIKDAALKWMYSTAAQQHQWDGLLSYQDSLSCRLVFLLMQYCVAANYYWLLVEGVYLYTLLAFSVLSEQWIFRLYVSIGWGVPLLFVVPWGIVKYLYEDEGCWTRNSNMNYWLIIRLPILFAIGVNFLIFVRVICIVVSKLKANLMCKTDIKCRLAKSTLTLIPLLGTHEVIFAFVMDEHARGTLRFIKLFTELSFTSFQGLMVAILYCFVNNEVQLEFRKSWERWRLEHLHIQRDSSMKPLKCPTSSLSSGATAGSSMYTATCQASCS
# HT1080 IDH1KD tx: HT-1080 IDH1 knockdown cell toxicity (counter line) | HT-1080 IDH1 knockdown viability, ATP luminescence, 48 h | Potency, µM (doses to about 46.1 µM), for the others: at the highest dose activity, negative = toxicity, actives largely listed as cytotoxic | actives 2% (n = 360,000);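 also: potency is read from the fitted curve at half-maximal effect; 0% = DMSO wells and -100% = cell-free medium wells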
#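 Knockdown cells (IDH1KD HT-1080) received compounds 2 h after plating at 750 cells/well and were kept 48 h at 37 °C in 5% FBS RPMI. A CellTiter-Glo luminescence read gave % activity for curve fitting.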
# D3 ag: D3 dopamine receptor (human) agonism. max activation, %. D3R DiscoveRx beta-arrestin cells, luminescence, 90 min. AID 652048. actives 0.58% (n = 410,000). P35462; in the data active = max activation above about 30%; also: 0% is about no effect; mostly tested at two doses, the higher about 12 µM
#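 Agonist-mode cell screen: cells plated at 1500/well and incubated overnight at 37 °C, then exposed to library compounds for 90 min at 37 °C. Detection reagent was added for 30–60 min at room temperature, and luminescence was read.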
# * hit, by the source's call; ? = inconclusive; . = not tested or not shown; & = joins results of further samples; [ ] = remark or other dose. Unless noted, calls follow the shape of the dose curve; as a rule, active = well fitted curve in the direction sought with a large enough effect; inconclusive = small, poorly fitted or top-dose-only effect, or another doubt; inactive = no such curve, though single readings can be large; an effect the other way counts as inactive or inconclusive.
No.	SMILES	KB-3-1 cytotox	KB-V1 MDR tox	HT1080-NT tox	DRD3 antagonist	SW480 rerep	IL-1B inflam inh	GLP1R ag	HT1080 IDH1KD tx	D3 ag
1	Cc1sc(NC(=O)C2=COCCO2)nc1-c1ccc(Br)cc1	-9%	-15%	-9%	-30	-78%[inhibitor]	-21	-6%	-15%	-7
2	COc1ccc(C2CC(c3c(Cl)cccc3Cl)n3nc(N)nc3N2)cc1 (configuration not stated)	-4%	-8%	-1%	-11	0%	0	8%	0%	-4
3	Cc1cc(-c2ccc(Br)cc2)n2nc(C)cc2n1	-10%	22%	-1%	16	.	-11	20%	0%	2
4	N#Cc1ccccc1NC(=O)c1ccc2c(c1)OCCO2	-4%	-1%	-2%	2	-14%	-4	8%	-3%	-4
5	COc1ccc(C)cc1NC(=O)c1cnc2scc(C)n2c1=O	1%	25%	3%	0	?	28	6%	-2%	-7
6	CCOc1ccc2c(c1)c(=O)c(S(=O)(=O)c1ccc(F)cc1)cn2CC(=O)Nc1ccccc1C	18%	28%	.	.	.	.	-2%	.	-5
7	CCCCNC(=O)c1ccccc1NC(=O)CN(c1ccccc1)S(=O)(=O)N(C)C	3%&1%	?	0%	10	9%	-12	-1%&2%	-4%	8&2
8	COc1ccc(-c2nc(CS(=O)(=O)CC(=O)NCCc3ccc(C)cc3)c(C)o2)cc1	0%&6%	-2%&5%	2%	1	-2%	-8	1%	0%	3&-7
9	O=C(CCCN1C(=O)C(c2ccccc2)Oc2cccnc21)Nc1cccc(F)c1 (configuration not stated)	10%	-5%	-17%	3	25%	-18	21%	-24%	4
10	CC(C)NS(=O)(=O)c1ccc(NC(=O)C(C)OC(=O)CCC2CCCC2)cc1 (configuration not stated)	0%	0%	1%	9	?	0	0%	3%	-8
11	COc1ccc(C2N=C(c3ccccc3)C(C)(C)N2O)cc1 (configuration not stated)	-7%	-23%	9%	-12	?	-23	1%	18%	1
12	Cc1cc(NC(=O)COC(=O)COc2ccc(Cl)c(C)c2)no1	-3%	?	9%	18	.	-2	-3%	11%	4
13	COc1ccc(C(C)=O)cc1COC(=O)Cc1n[nH]c(=O)c2ccccc12	5%	13µM*	-3%	27	-3%	20	9%	-15%	6
14	C[C@H](CO)N1C[C@H](C)[C@@H](CN(C)C(=O)c2cnccn2)Oc2ncc(Br)cc2C1=O	2%	7%	12%	-23	.	34	-5%	15%	-7
15	CC(=O)Nc1cccc(C(=O)N/N=C/c2c[nH]c3ccccc23)c1	16%	17%	1%	0	-1%	30	-1%	9%	-4
16	Cc1ccc(NC2CCCN(C(=O)c3c(C)noc3C)C2)cc1C (configuration not stated)	.	.	5%	-2	-1%	3	-11%	2%	-5
17	COc1cc(OC)c(OC)cc1CNC(=O)c1ccc(S(=O)(=O)N2CCCCC2)cc1	-15%	7.3µM*	-2%	2	3%	26	-5%	-6%	4
18	Cc1c(Cl)cccc1Nc1nc(N)nc(CSC(=S)N2CCOCC2)n1	-10%	?	-7%	3	15%	-2	27%	-18%	-1
19	CCCc1cc(C(=O)NCCc2ccccc2)no1	-22%	-4%	-12%	-17	-7%	6	4%	2%	-3
20	CCOC(=O)CCCC(=O)N1CCOCCOCCN(C(=O)CCCC(=O)OCC)CCOCCOCC1	6%	?	16%	-1	0%	-8	3%	10%	3
21	O=C(NCc1ccccc1)NC1(C(=O)N2CCOCC2)CCCCC1	-5%	11%	11%	8	-15%	?	0%	17%	0
22	Cc1ccc(-n2ncc3c2CCCC3NC(=O)c2ccoc2)cc1C (configuration not stated)	.	.	-9%	38	-5%	10	10%	-3%	7
23	FC(F)(F)c1nnc(-c2ccccc2)nc1Oc1ccccc1	10%	8%	3%	?	-2%	-19	-1%	7%	-3
24	CCc1cccc(C)c1NC(=O)CSc1ncn[nH]1	-9%	16%	-3%	12	-7%	7	-10%	-1%	-1
25	Cc1ccc(C)c(NC(=O)Cn2cnc3c(oc4ccccc43)c2=O)c1	?	-4%&22%	23%	-25	-3%	8	2%	24%	-11&7
26	O=S(=O)(N1CCOCC1)N1CCOCC1	0%	2%	0%	3	-3%	10	-3%	-2%	5
27	COc1ccc(-c2c(NC(=O)c3ccco3)oc3ccccc3c2=O)cc1	5%	-2%	-6%	-13	-30%	-10	-4%	-10%	-17
28	COc1cccc(-c2ccc3c(N)c(C(=O)c4ccc(F)cc4)sc3n2)c1	-17%	0%	.	.	.	.	0%	.	-2
29	CSCCC(NC(=O)c1ccccc1Cl)C(=O)Nc1cccc(S(=O)(=O)N2CCCC2)c1 (configuration not stated)	-13%	?	9%	-16	5%	0	4%	14%	-4
30	O=C(COC(=O)CNC(=O)c1ccccc1F)NCC(F)(F)F	3%	15%	5%	4	-137%[inhibitor]	9	7%	5%	-6
31	CCOC(=O)/C(C#N)=C/c1c(N2CCN(c3cccc(Cl)c3)CC2)nc2c(C)cccn2c1=O	?	13%	1%	0	-5%	19	3%	-7%	1
32	CCn1nc(C)c(Br)c1Nc1ccc(Br)cc1	8%	4%	-5%	10	?	26	0%	-4%	3
33	COc1ccccc1N1CCN(C/C(C)=C/c2ccccc2)CC1	5%	?	11%[9.24 µM]	-89*	-1%	-2	-9%	?	-71
34	CC(=O)NC1CC2CCCC(C1)N2S(=O)(=O)c1cccc(F)c1 (configuration not stated)	-8%	-11%	-4%	-13	?	12	10%	-4%	1
35	COCCN(C(=O)CSc1n[nH]c(-c2ccc(OC)cc2)n1)c1c(N)n(Cc2ccccc2)c(=O)[nH]c1=O	19%	-7%	1%	16	0%	-4	15%	-1%	3
36	Cc1nc(N)sc1C(=O)OCC(C)C	-8%	-1%	-2%	13	-3%	-6	12%	-2%	6
37	CN(Cc1ccccc1)C(=O)c1[nH]cnc1C(=O)NCc1ccccc1	12%	11%	0%	9	-16%	15	-3%	10%	3
38	CCc1ccc(C(=O)COC(=O)CNC(=O)CNC(=O)Cc2ccccc2)cc1	18%	11%	6%	8	-5%	17	-3%	-7%	0
39	O=C(NOCc1ccccc1)c1ccc(Cl)cc1	-6%	2%	9%	6	-20%	?	-1%	11%	7
40	ClC1(Cl)CC1CSc1nc2ccccc2[nH]1 (configuration not stated)	-10%	?	-25%	4	-1%	-6	22%	-27%	-1
41	CC(C)c1nc(N2CCN(C(=O)c3ccco3)CC2)c2c3c(sc2n1)CCCC3	-8%	-8%	?	-9	-2%	?	14%	3%[9.24 µM]	-6
42	O=C(NC1CCCC1)C(c1ccccc1)N(C(=O)c1ccno1)c1ccccc1 (configuration not stated)	11%	-5%	13%	29	-1%	24	-5%	8%	4
43	CCOc1ncccc1C(=O)NCc1ccc(OC)cc1	15µM*	13µM*	?	9	8.2µM*	8	10%	8.9µM*	20
44	Cc1ccccc1NC(=S)NC(NC(=O)c1ccccc1C)C(Cl)(Cl)Cl (configuration not stated)	0%	0%	-21%	?	4%	-12	-12%	-15%	-6
45	Cc1ccc(Cl)cc1NC(=O)c1cnn2c1NC(c1ccco1)CC2C(F)(F)F (configuration not stated)	-16%	2%	-19%	6	28%	?	-1%	-14%	13
46	Cc1c(Cl)ccc2c(C(=O)NCCN3CCCCC3)cc(-c3ccccn3)nc12	-13%	?	?	-11	?	-97*	5%	23µM*	-8
47	COc1ccc(C(=O)Nc2nc3ccccc3[nH]2)cc1S(=O)(=O)N1CCCC1	-3%	1%	4%	0	-3%	-21	-10%	-2%	6
48	O=C(COc1ccc(/C=N/NC(=O)c2ccccc2O)cc1)Nc1ccc([N+](=O)[O-])cc1	10%	-4%	-8%	10	-6%	12	-10%	-6%	41*
49	Cc1onc(-c2ccccc2Cl)c1C(=O)OCc1nnc(-c2ccccc2)o1	-1%	?	-8%	3	4%	5	-1%	-11%	-5
50	O=C(O)c1cccc(NS(=O)(=O)c2cccc3nsnc23)c1	2%	5%	6%	-10	12%	26	-2%	13%	26
51	COc1ccc(OC)c(-c2cc(C(F)(F)F)c3c(n2)sc2c(O)cc(=O)[nH]c23)c1	15%	10%	1%	-2	-8%	11	5%	8%	2
52	O=C1CCCc2cc3c(ccc4ccccc43)cc21	1%	-12%	1%	32	2%	9	26%	-2%	1
53	O=C(COc1ccccc1Cl)N1CCN(c2ccc(F)cc2)CC1	13%	-25%	-4%	9	1%	-24	-3%	7%	2
54	CC(C)CCNC(=O)c1ccc2c(c1)ncn2C1CCCC1	0%	-10%	-1%	-20	8%	-62*	13%	-8%	-11
55	Cc1ccc(C)c(NC(=S)NCc2ccc3c(c2)OCO3)c1	10%	?	-5%	-2	0%[9.22 µM]	6	4%	-6%	1
56	C/C(=N\NC(N)=O)c1cccc(Cl)c1	-23%	?	0%	-9	17%	-7	3%	-2%	-5
57	CCCC1C2C(=O)N(c3ccccc3OCC)C(=O)C2ON1c1ccccc1 (configuration not stated)	7%	-5%	-17%	-12	2%	-9	-8%	-15%	-4
58	NNC(=O)c1ccc(Cn2cc(Cl)cn2)o1	12%	?	1%	8	-7%	6	-2%	0%	-6
59	NC(=O)c1noc(C(=O)N(CC(=O)NC2CCCC2)Cc2ccc3c(c2)OCO3)c1N	5%	0%	14%	0	-1%	7	-2%	12%	0
60	C/C(=N\Nc1cccc(Cl)c1)c1ccncc1	-15%	4%	?	3	24%	-29	19%	-26%	-3
61	O=C(c1ccccc1)[C@H]1CC=CC[C@H]1C(=O)O	9%	?	15%	23	-7%	17	-5%	13%	0

# A different layout for some results above.
56	C/C(=N\NC(N)=O)c1cccc(Cl)c1
  KB-3-1 cytotox: -23%	KB-V1 MDR tox: ?	HT1080-NT tox: 0%	DRD3 antagonist: -9	SW480 rerep: 17%	IL-1B inflam inh: -7	GLP1R ag: 3%	HT1080 IDH1KD tx: -2%	D3 ag: -5
46	Cc1c(Cl)ccc2c(C(=O)NCCN3CCCCC3)cc(-c3ccccn3)nc12
  KB-3-1 cytotox: -13%	KB-V1 MDR tox: ?	HT1080-NT tox: ?	DRD3 antagonist: -11	SW480 rerep: ?	IL-1B inflam inh: -97*	GLP1R ag: 5%	HT1080 IDH1KD tx: 23µM*	D3 ag: -8

# Screening results (PubChem)
